GPR35 antagonists = GPR35 antagonists blocking zaprinast-driven arrestin recruitment, primary screen, imaging, U2OS, beta-arrestin-GFP, zaprinast agonist (AID 2058); U2OS GPR35 beta-arrestin-GFP translocation imaging, zaprinast antagonism; higher % means a stronger effect; hit rate 0.052% among 290,000; G-protein coupled receptor 35 (Homo sapiens); one-dose inhibition, % at 10 µM; IC50 in µM for titrated hits;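 active means inhibition of at least 50% with at least 30 cells and total cytoplasm GFP at most 10,000,000; inconclusive means under 30 cells or total GFP of 10,000,000 plus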
MgcRacGAP inhibition = MgcRacGAP GTPase-activating activity inhibitors, confirmation, biochemical, ADP Hunter fluorescence | Rac GTPase-activating protein 1 (Homo sapiens) | MgcRacGAP-stimulated Rac1 GTP hydrolysis, ADP Hunter fluorescence; higher % means a stronger effect; GST-tagged Rac1 F28L mutant substrate | one-dose inhibition, % at 30 µM; IC50 in µM for titrated hits | hit rate 0.6% among 340,000;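 active means first-screen hits whose inhibition reached a set limit at any dose in the follow-up dose series; inconclusive means inhibition above the set first-screen limit but never retested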;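 further: fluorescence reports GDP produced by GAP-driven GTP hydrolysis; strong numbers were not always called active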
SIAH1 antagonists = Siah-1 peptide-binding antagonists, primary screen, biochemical, fluorescence polarization, rhodamine-plectin, uHTS (AID 1817). E3 ubiquitin-protein ligase SIAH1 (Homo sapiens). Siah-1 / rhodamine-plectin peptide fluorescence polarization; higher % means a stronger effect. one-dose displacement, % at 20 µM; IC50 in µM for titrated hits. hit rate 0.02% among 290,000;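 active means displacement of at least 50% at 20 µM, with a fluorescence ratio check between 0.3 and a set limit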;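 further: plate controls were Siah plus tracer with DMSO for no effect and tracer alone without Siah for full effect; strong numbers were not always called active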
LYP inhibition = inhibitors of LYP phosphatase, biochemical, fluorescence intensity, uHTS (AID 1779); Tyrosine-protein phosphatase non-receptor type 22 (Homo sapiens); recombinant LYP phosphatase, fluorescence intensity; higher % means a stronger effect; inhibition, % at 11.5 µM; hits with a dose series show IC50 in µM; hit rate 0.054% among 290,000; in the data active means inhibition above about 50%;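 further: plate controls were vehicle with enzyme for no effect and no enzyme for full effect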
Myeloid diff 2 = induction of myeloid progenitor differentiation, primary screen, cell-based, flow cytometry, MLPCN library; calls only at 10 µM; AID 624256, 2012; ER-HoxA9 myeloid progenitors, lysozyme-GFP differentiation; hit rate 1% among 360,000;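 active means normalized GFP-positive differentiation at or above the plate's own cutoff, the solvent-only control mean plus 3 SD; inconclusive means no clear call, values can overlap the other calls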;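 further: cells exposed to compound for four days before flow analysis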
HIV peptide binding = inhibitors of HIV fusion peptide binding, primary screen, biochemical, uHTS, fluorescence dequenching (AID 1986); cell-free peptide binding, fluorescence dequenching, 30 min; higher % means a stronger effect; inhibition, % at 20 µM, or IC50 in µM where a hit was titrated; hit rate 0.3% among 290,000; in the data active means inhibition mostly above about 52%, no sharp cut-off; inactive means mostly below about 76%; further: some results filed as inactive read as strong as hits
NTR1 ag = agonists of NTR1, primary screen, imaging, U2OS cells, beta-arrestin-GFP, high content (AID 493036). Neurotensin receptor type 1 (Homo sapiens), P30989. NTR1-U2OS beta-arrestin-GFP spot imaging, agonist mode. activation, % at 20 µM. hit rate 0.17% among 330,000;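 active means activation at or above 40% of the spot to cytoplasm intensity ratio, with at least 20 cells analyzed; inconclusive means wells under 20 cells, flagged as cytotoxic or low count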;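 further: 0% = DMSO without peptide and 100% = 100 nM NTR1 peptide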
Target sequence (P30989 whole entry, looked up): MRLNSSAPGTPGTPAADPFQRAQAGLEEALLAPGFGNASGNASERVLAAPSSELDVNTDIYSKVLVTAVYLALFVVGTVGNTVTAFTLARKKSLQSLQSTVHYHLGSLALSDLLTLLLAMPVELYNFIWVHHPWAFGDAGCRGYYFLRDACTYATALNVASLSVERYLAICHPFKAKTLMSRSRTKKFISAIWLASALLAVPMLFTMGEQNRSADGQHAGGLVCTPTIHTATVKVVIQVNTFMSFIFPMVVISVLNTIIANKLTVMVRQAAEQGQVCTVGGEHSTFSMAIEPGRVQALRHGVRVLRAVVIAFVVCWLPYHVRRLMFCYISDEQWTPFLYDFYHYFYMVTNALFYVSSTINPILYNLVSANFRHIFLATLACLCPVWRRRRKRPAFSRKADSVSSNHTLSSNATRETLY
GPR55 antagonists = GPR55 antagonists blocking LPI-driven arrestin recruitment, primary screen, imaging, U2OS, beta-arrestin-GFP, LPI agonist (AID 2013); G-protein coupled receptor 55 (Homo sapiens); U2OS GPR55 beta-arrestin-GFP translocation imaging, LPI antagonism; higher % means a stronger effect; one-dose inhibition, % at 10 µM; IC50 in µM for titrated hits; hit rate 0.13% among 290,000;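 active means spots per cell inhibited over 60%, with over 100 cells counted and total cytoplasm intensity under 500,000; inconclusive means wells with under 100 cells, flagged as likely toxic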;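 further: U2OS cells stably carrying GPR55 and arrestin-GFP stimulated by 5 µM LPI near EC80; imaged beta-arrestin-GFP aggregate spots per cell after agonist stimulation; plate controls were LPI-stimulated DMSO wells for no effect and DMSO wells without LPI for full effect; some results filed as inactive read as strong as hits; confirmed hits need IC50 under 10 µM and bright autofluorescent wells are also inconclusive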
Salmonella PhoP GFP = inhibitors of PhoP regulon expression, primary screen, Salmonella Typhimurium, GFP reporter (AID 1863) | S. Typhimurium PhoP-regulated promoter GFP reporter, 4 h; higher % means a stronger effect | inhibition, % at 50 µM; hits with a dose series show IC50 in µM | hit rate 0.16% among 300,000;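 active means inhibition over 29.93%, a cutoff 3 SD above the screen mean, later confirmed by dose response; inconclusive means inhibition over 29.93% but no dose response follow-up; inactive means inhibition at most 29.93% or unconfirmed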;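 further: 0% = low Mg2+ inducing control and 100% = high Mg2+ repressing control; strong numbers were not always called active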
NTR1 ag cell count 20 µM = further read-out of NTR1 ag, marked with its call; cell count; measured here: cell count, cytotoxicity flag
Myeloid diff 2 GFP+ MAC1+ % = further read-out of Myeloid diff 2, marked with its call; GFP+ MAC1+ double positive, %; measured here: differentiation confirmed by MAC1 staining
Starred values were filed as active, the others as inactive; i = inactive; ? = inconclusive; . = no result given. Hits appear at their usual frequency; about 2.4% have a hit in one of these screens.

SMILES	GPR35 antagonists	MgcRacGAP inhibition	SIAH1 antagonists	LYP inhibition	Myeloid diff 2	Myeloid diff 2 GFP+ MAC1+ %	HIV peptide binding	NTR1 ag	NTR1 ag cell count 20 µM	GPR55 antagonists	Salmonella PhoP GFP
COc1ccc(CNC2CCCCC2C)c(OC)c1 (configuration not stated)	8.4%	9.1%	4.9%	-8.5%	i	0.4	-1.6%	3.5	79	2.5%	-0.1%
COc1ccc(CCNC(=O)COc2cccc3c2OC(C)(C)C3)cc1OC	.	4.5%	.	.	i	0.4	.	0.2	80	.	2.6%
CCCCC(=O)N1CC(=O)Nc2ccc(F)cc2C1c1ccccc1 (configuration not stated)	14.3%	9.4%	-2.4%	-3.6%	i	0.6	0.3%	2.2	88	12.8%	-5.8%
O=C1OC(c2ccc(F)cc2)=N/C1=C\c1ccc(Br)o1	1.5%	12.2%	-0.7%	2.0%	i	0.2	5.7%	1.2	33	-6.7%	7.3%
C=CCOc1ccc(C(=O)Nc2ccc3c(c2)n(C)c(=O)n3C)cc1	-2.2%	9.0%	19.5%	-7.0%	i	0.3	36.5%	1.9	57	6.8%	4.2%
COCCCNC(=O)c1cc2cc(Br)ccc2oc1=O	-6.6%	5.1%	2.7%	-1.5%	i	0.1	0.7%	1.0	49	-11.0%	8.9%
Cn1c(CNC(=O)CNC(=O)c2ccccc2F)cc(=O)n(C)c1=O	7.2%	6.4%	0.4%	-11.6%	i	1.2	-1.7%	0.2	46	-5.3%	4.4%
COc1cc(CNC(C)c2ccccc2)cc(Br)c1OCc1ccc(F)cc1 (configuration not stated)	9.7%	0.0%	5.2%	-6.8%	i	1.0	0.9%	15.2	60	9.3%	-3.5%
CC(C)n1c(SCC(=O)Nc2nncs2)nnc1-c1ccco1	-6.4%	.	-3.0%	-9.2%	.	.	6.7%	0.4	87	-12.7%	-1.0%
O=C(CNC(=O)N1CC(=O)Nc2ccccc21)NCc1cccc(Cl)c1	7.1%	11.5%	3.1%	-8.7%	i	1.3	-0.1%	1.2	65	0.1%	-2.6%
COc1ccc(S(=O)(=O)N2CCCC(C(=O)NCc3ccco3)C2)cc1OC (configuration not stated)	12.6%	6.4%	0.8%	0.9%	i	1.1	0.4%	0.9	31	-11.2%	-0.6%
CC(C)c1ccc(NC(=O)C2CCCN(S(=O)(=O)c3cccnc3)C2)cc1 (configuration not stated)	16.2%	-40.8%	0.9%	-7.0%	?	.	0.2%	3.2	62	3.1%	3.1%
CC(C)C1CC(CCN)(Cc2ccccc2)CCO1 (configuration not stated)	3.0%	.	-1.5%	-7.9%	i	0.1	0.1%	-0.3	47	-14.0%	-2.8%
CCc1ccccc1Nc1nc(-c2cccnc2)cs1	5.1%	-6.4%	-0.1%	-4.1%	i	0.2	0.0%	2.6	52	0.1%	-7.0%
Cc1cccc(C)c1NC(=O)CSc1nnc(-c2cccnc2)o1	-3.1%	0.7%	-2.1%	-2.4%	i	0.1	-1.0%	-0.2	41	8.2%	-1.7%
O=C(NCC(F)(F)F)c1nn(Cc2ccccc2)c(=O)c2ccccc12	-6.5%	8.3%	-0.3%	5.5%	i	0.1	-0.7%	0.8	72	-14.4%	-5.6%
CC(NC(=O)c1ccccc1F)C(=O)O (configuration not stated)	8.6%	4.9%	-1.3%	-4.0%	i	0.8	0.6%	-5.2	88	8.6%	-1.0%
CCC1=C(OC(=O)N(CC)CC)N2C(=O)OC(=NCCc3c[nH]c4ccccc34)[C@]2(C)[C@H]2C1=CC[C@H]1C(=O)N(C)C(=O)[C@H]12	4.9%	7.5%	7.0%	-4.5%	i	0.3	-0.6%	-0.4	57	1.8%	-2.7%
COc1cc(CCC(=O)N2CCN(c3ccccc3Cl)CC2)cc(OC)c1OC	-7.1%	4.1%	7.8%	-2.6%	i	1.3	0.5%	.	.	8.1%	-1.2%
O=C(N/N=C/c1ccsc1)c1cc(-c2ccncc2)nc2ccccc12	14.2%	2.7%	3.9%	-5.4%	i	2.5	2.0%	2.1	47	-12.1%	16.3%
O=S(=O)(c1cccs1)N1CCN(C/C=C/c2ccccc2)CC1	8.1%	6.7%	3.0%	-3.3%	i	1.3	-0.4%	1.5	47	-6.8%	-12.4%
O=C(O)COc1ccc2occ(C(=O)c3ccccc3)c2c1	9.8%	7.0%	-0.9%	3.4%	i	2.3	3.4%	0.6	54	7.0%	-11.4%
CN(C(=O)CC1C(=O)NCCN1Cc1cccc(F)c1F)C1CC(C)(C)NC(C)(C)C1 (configuration not stated)	2.2%	7.7%	4.2%	-11.3%	i	0.9	-1.9%	0.8	51	3.6%	1.4%
Brc1ccccc1C1=Nn2c(nnc2-c2ccco2)SC1	1.5%	14.3%	-7.6%	-2.8%	i	0.7	-0.6%	-0.7	54	-14.8%	-7.1%
Oc1c(C(c2ccccn2)N2CCC(Cc3ccccc3)CC2)cc(Cl)c2cccnc12 (configuration not stated)	-0.5%	.	-15.3%	-0.4%	.	.	0.4%	3.2	28	-2.1%	-3.8%
Cc1ccc(C(=O)N(NC2=NS(=O)(=O)c3ccccc32)S(=O)(=O)c2ccc(C)cc2)cc1	0.1%	8.2%	1.8%	-1.9%	i	1.1	12.9%	0.1	42	.	-4.5%
CCOC(=O)c1cc(-c2ccccc2)nc2ccc(C)cc12	-6.1%	3.5%	-5.3%	-6.3%	i	0.4	-0.4%	8.4	62	16.3%	-7.3%
CCn1c(=O)n(Cc2ccco2)c(=N)c2c3c(sc21)COC(C)(C)C3	27.6%	-3.2%	1.6%	-7.7%	i	2.1	-0.6%	0.4	84	-6.1%	-4.3%
O=C(O)[C@H]1CCCN1S(=O)(=O)c1cccc2cccnc12	.	6.8%	.	.	i	1.1	.	-2.9	58	.	2.7%
O=C(NC(=S)Nc1ccccc1C(=O)O)c1cncc(Br)c1	-6.5%	5.2%	0.1%	-13.7%	i	0.8	0.4%	2.0	54	-23.0%	-3.9%
c1ccc(Cn2c(-c3ccco3)nc3nc4ccccc4nc32)cc1	3.7%	11.9%	-5.3%	-8.4%	i	2.4	0.8%	7.3	53	-0.6%	-8.3%
CSc1ccccc1C(=O)NCc1ccccc1C	-14.6%	1.3%	2.8%	-3.7%	i	0.8	0.4%	-0.6	56	-6.2%	10.0%
Cc1cc(S(=O)(=O)N2CCOCC2)ccc1OCC(=O)N1CCOCC1	4.6%	4.4%	0.0%	-10.7%	i	0.3	1.0%	-0.4	46	-5.3%	-8.8%
Cc1ccc(NC(=O)c2ccc(OCC3CCCO3)cc2)c(C)c1 (configuration not stated)	-1.5%	3.3%	10.6%	-4.8%	i	0.8	-0.7%	-0.9	51	4.1%	13.1%
Cc1cc(NC(=O)CCC(=O)N(c2ccccc2)C2(C(=O)NC3CCCCC3)CCCC2)no1	10.6%	-1.6%	1.4%	-5.5%	i	0.2	0.3%	-4.6	89	4.6%	-6.9%
COc1cc2c(cc1OC)C[N+](C)(C)CC2	4.8%	-4.2%	10.3%	-6.6%	i	1.8	0.2%	-1.5	82	9.5%	2.3%
O=C(COc1ccc(F)cc1)Nc1nnc(-c2ccncc2)s1	5.2%	4.6%	1.2%	-4.8%	i	0.8	-0.4%	-0.7	91	6.6%	2.4%
Cc1ccc(-c2cnc3cc(C)nn3c2)cc1	0.1%	6.5%	5.5%	-2.8%	i	0.6	-1.2%	0.1	51	14.9%	-1.9%
Cc1c(CNC2CCCC2)c(C(=O)O)c(C)n1Cc1ccccc1	7.7%	4.3%	4.8%	3.8%	i	0.5	3.0%	2.5	40	12.9%	14.7%
CC(C)(C)NC(=O)COC(=O)Cc1ccc(Cl)cc1	-4.0%	7.0%	2.9%	-7.0%	i	0.7	0.3%	-1.5	66	-16.0%	6.5%
Nc1nnc(CCCCCCCCCCc2nnc(N)s2)s1	-12.4%	9.6%	6.0%	-9.7%	i	0.9	0.2%	-1.0	76	-1.4%	-3.1%
CCC(C(=O)NCCCN1CCN(C)CC1)n1nc(C)n2c(cc3occc32)c1=O (configuration not stated)	-10.3%	9.8%	-5.1%	-7.2%	i	5.1	0.1%	-0.6	57	11.8%	-13.2%
O=C(c1ccco1)n1c(=S)nc2ccccn21	15.7%	15.3%	-4.1%	5.2%	i	0.9	0.6%	1.9	54	-8.8%	0.7%
Cc1nnc(NC(=O)CSc2nnc3scc(-c4ccc(C)c(C)c4)n23)s1	5.9%	9.3%	5.1%	-1.5%	i	7.0	-2.6%	-0.3	77	-10.4%	-3.6%
CCOc1cc(CNCc2ccccn2)ccc1OCC(=O)NC1CCCCC1	2.2%	15.4%	1.8%	-6.5%	i	0.5	-1.2%	-2.1	39	-0.5%	1.8%
CC(=O)Nc1ccc(NC(=O)CSc2nnc3c4ccccc4n(C)c3n2)cc1	-6.7%	18.1%	9.1%	-3.0%	i	0.1	1.5%	-0.4	88	6.9%	-3.9%
CCNC(=O)C1CC(=O)N(Cc2ccc3c(c2)OCO3)C(=Nc2ccc(OCC)cc2)S1 (configuration not stated)	1.8%	-2.6%	-3.5%	0.6%	i	1.6	-1.5%	3.9	54	3.7%	-6.0%
O=C(c1cccc(F)c1)N1CCN(Cc2ccc3c(c2)OCO3)CC1	3.1%	?	1.3%	-11.6%	i	0.4	-1.5%	-0.8	56	10.7%	12.8%
COCCn1c(=NC(=O)CCS(=O)(=O)c2ccccc2)sc2cc(C)ccc21	7.3%	7.1%	7.2%	-1.6%	i	1.5	-1.3%	0.9	51	9.8%	2.0%
O=C(C1COc2ccccc2O1)N1CCN(Cc2ccccc2)CC1 (configuration not stated)	-2.1%	-13.3%	4.7%	-8.6%	i	1.8	0.6%	-0.5	47	10.6%	-6.5%

Bioassay records deposited in PubChem by several laboratories.
